From PubChem BioAssay
Vif-A3G inh: inhibitors of Vif-APOBEC3G interaction | Q9HC16 | HeLa A3G-eYFP + Vif (tagged APOBEC3G with the HIV-1 protein that degrades it), YFP fluorescence, overnight | Potency, µM (highest dose often 46.1 µM), without a hit: top-dose activity, negative = active, hits mostly inhibitors | hit rate 0.076% among 410,000 | AID 602310;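 further: potency means the concentration at half of the fitted maximal effect; on the % scale 0 is the no-effect control and ±100 the full control effect; nearly all actives have a fitted effect of over 60% in size; hits raise eYFP signal because A3G escapes Vif-driven loss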
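Read-out is eYFP fluorescence (Ex 488/Em 500-530) from Vif-expressing HeLa A3G-eYFP cells; more signal means A3G escaped Vif-mediated degradation. Cells plated overnight, compound pinned in, incubated overnight at 37 deg C.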
USP1-UAF1 inh: inhibitors of human USP1/UAF1 deubiquitinase; hit rate 0.23% among 390,000; recombinant USP1/UAF1, Ub-Rhodamine cleavage fluorescence; Potency, µM (titrated, usually from 57.1 µM), for the others: at the top dose activity change, negative = inhibition, actives largely listed as inhibitors; O94782; further: potency means the concentration at half of the fitted maximal effect; on the % scale 0 is the no-effect control and ±100 the full control effect; nearly all actives have a fitted effect of over 60% in size; inactives centre near -12
Target sequence (O94782 whole entry, looked up): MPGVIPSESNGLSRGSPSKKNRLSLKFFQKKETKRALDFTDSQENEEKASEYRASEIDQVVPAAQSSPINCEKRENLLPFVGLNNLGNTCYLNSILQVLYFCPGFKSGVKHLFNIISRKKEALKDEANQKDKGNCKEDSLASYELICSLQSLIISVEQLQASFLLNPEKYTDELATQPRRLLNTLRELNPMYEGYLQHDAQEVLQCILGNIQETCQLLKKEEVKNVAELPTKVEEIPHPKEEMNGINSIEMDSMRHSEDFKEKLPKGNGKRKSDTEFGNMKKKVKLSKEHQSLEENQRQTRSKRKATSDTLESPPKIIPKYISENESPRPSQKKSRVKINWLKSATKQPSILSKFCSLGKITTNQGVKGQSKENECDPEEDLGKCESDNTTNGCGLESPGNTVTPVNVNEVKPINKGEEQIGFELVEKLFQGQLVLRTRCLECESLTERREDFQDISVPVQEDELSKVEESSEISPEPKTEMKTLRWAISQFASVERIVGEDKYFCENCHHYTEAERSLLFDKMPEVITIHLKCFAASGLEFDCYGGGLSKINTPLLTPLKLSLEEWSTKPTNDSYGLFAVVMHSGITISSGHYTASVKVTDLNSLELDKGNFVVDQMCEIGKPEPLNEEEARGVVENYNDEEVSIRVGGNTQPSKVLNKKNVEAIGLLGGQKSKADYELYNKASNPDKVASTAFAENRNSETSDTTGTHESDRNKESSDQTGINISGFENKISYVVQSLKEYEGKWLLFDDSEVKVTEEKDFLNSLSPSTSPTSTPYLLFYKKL
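1 nM enzyme complex + cpd, 15 min RT; start with Ub-Rho 150nM final; kinetic fluorescence ex 480/em 540, 6 reads q60 s. Buffer 50mM HEPES pH 7.8, 0.5mM EDTA, 0.1 mg/ml BSA, 1mM TCEP, 0.01% Tween-20.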
Vif-A3F inh: Vif-A3F binding inhibition; HeLa A3F-eYFP + Vif (tagged APOBEC3F with the HIV-1 protein that degrades it), YFP fluorescence increase; hit rate 0.2% among 390,000; Potency, µM (doses to about 46.1 µM), for the others: top-dose activity, negative = active; AID 602313; further: potency means the concentration at half of the fitted maximal effect; % of control where 0% means no effect; nearly all actives have a fitted effect of over 65% in size
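HeLa cells stably expressing Vif plus C-terminally eYFP-tagged A3F were seeded, incubated overnight at 37 deg C, dosed with compound, incubated overnight again at 37 deg C. Yellow fluorescence (Ex 488/Em 500-530) reported blocked Vif-mediated A3F-eYFP degradation.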
TrxR1 substrate: substrates of rat thioredoxin reductase 1. O89049. purified TrxR1 substrate turnover, NADPH consumption readout. Potency, µM (highest dose often 114 µM), inactives show at the highest dose activity change, negative = substrate turnover. hit rate 0.01% among 390,000. AID 588456; further: potency means the concentration at half of the fitted maximal effect; on the % scale 0 is the no-effect control and ±100 the full control effect; nearly all actives have a fitted effect of over 50% in size
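Rat TrxR1, dispensed at 90 nM, was prereduced with 400 uM NADPH (final) for 5 min at ~22 deg C, then incubated with compound 15 min before 400 uM selenite. A first-read NADPH fluorescence drop versus no-compound background flagged substrates.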
GRP78 ERSR act: induces the endoplasmic reticulum stress response in human glioma cells; U87-MG GRP78 promoter luciferase reporter, 16 h; Potency, µM, without a hit: at the highest dose activation, actives largely listed as activators; hit rate 0.02% among 420,000; further: potency means the concentration at half of the fitted maximal effect; series mostly up to about 76 µM; % of control where 0% means no effect; nearly all actives have a fitted effect of over 35% in size
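Stably transfected U87-MG glioma cells carrying a GRP78-based luciferase sensor; 16 h compound incubation. Luminescence end-point read 10 min after Bright-Glo addition at room temperature.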
LDHA block: LDHA (human) enzyme inhibition | purified LDHA, NADH/diaphorase-resazurin fluorescence; active compounds read low | activity change, % (values are at about 110 or 230 µM) | hit rate 0.15% among 480,000 | AID 1347041; in the data active means activity change below about -30%; inconclusive means mostly about -25% to -30%;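 further: plate controls were DMSO wells for no effect and wells without enzyme for full effect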
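Human LDH5 (2 nM) was incubated with 0.06 mM NADH and 0.2 mM pyruvate for 5 min at room temperature in Tris pH 7.4. Remaining NADH was coupled through diaphorase/resazurin, and resorufin fluorescence was read at 0 and 20 min.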
IDH1 R132H inh: human IDH1 R132H inhibition | O75874 | IDH1-R132H enzyme, NADPH consumption, diaphorase/resazurin fluorescence | Potency, µM (top dose mostly 76.6 µM), for the others: at the top dose activity change, negative = inhibition, hits mostly inhibitors | hit rate 0.093% among 390,000 | AID 602179; further: potency means the concentration at half of the fitted maximal effect; on the % scale 0 is the no-effect control and ±100 the full control effect; nearly all actives have a fitted effect of over 65% in size
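IDH1-R132H (0.5 ug/mL) preincubated 30 min with compound, then NADPH (0.016 mM) and alpha-KG (2 mM) added; 80 min at RT, pH 7.5. Remaining NADPH coupled via diaphorase/resazurin to fluorescence (540/590 nm); concentration-response curves normalized to no-enzyme control.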
rTrxR1 inhibitor: blocks rat thioredoxin reductase 1 | O89049 | recombinant rTrxR1, NADPH fluorescence consumption, selenite substrate | Potency, µM (titrated, usually from 114 µM), without a hit: at the highest dose activity change, negative = inhibition, actives largely listed as inhibitors | hit rate 1% among 390,000; further: potency means the concentration at half of the fitted maximal effect; on the % scale 0 is the no-effect control and ±100 the full control effect; nearly all actives have a fitted effect of over 65% in size
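Rat TrxR1 (90 nM in the dispensed reagent) was pre-reduced with 400 uM NADPH for 5 min at room temperature, then incubated with compound for 15 min. After 400 uM selenite was added, NADPH fluorescence (Ex 340/Em 450 nm) was followed for 8 min.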
RGS4 inh: blocks human RGS4-accelerated GTP hydrolysis; Potency, µM (top dose mostly 114 µM), inactives show at the highest dose activity change, negative = inhibition, actives largely listed as inhibitors; Transcreener GDP fluorescence polarization, RGS4-accelerated GTP hydrolysis; hit rate 0.039% among 390,000; AID 504845; P49798; further: potency means the concentration at half of the fitted maximal effect; on the % scale 0 is the no-effect control and ±100 the full control effect; nearly all actives have a fitted effect of over 75% in size; some results filed as inactive show a strong effect at the top dose
Target sequence (P49798 whole entry, looked up): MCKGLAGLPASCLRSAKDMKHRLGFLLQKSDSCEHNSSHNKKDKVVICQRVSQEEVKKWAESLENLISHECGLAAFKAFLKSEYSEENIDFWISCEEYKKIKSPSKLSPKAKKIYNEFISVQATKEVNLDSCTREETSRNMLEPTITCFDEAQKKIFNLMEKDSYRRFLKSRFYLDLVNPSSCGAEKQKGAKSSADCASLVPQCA
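MLSMR compounds (23 nl, pin-transferred) preincubated 10 min at room temperature with a 500nM (2x) first reagent, then RGS4 at 900nM (2x) plus Transcreener GDP mix added; fluorescence polarization (620/688 nm) read before and after 90 min at 30 °C.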
* = called active by the depositor; ? = inconclusive; nt = not tested or not shown; [ ] = another dose, or the depositor's remark. Unless noted, the call rests on the fitted dose curve; in most records, active means well fitted curve in the direction sought with a large enough effect; inconclusive means small, poorly fitted or top-dose-only effect, or another doubt; inactive means no such curve, though single readings can be large; an effect the other way counts as inactive or inconclusive. Some of the compounds tested; count on the stated rates, not on these rows.

Value order: Vif-A3G inh | USP1-UAF1 inh | Vif-A3F inh | TrxR1 substrate | GRP78 ERSR act | LDHA block | IDH1 R132H inh | rTrxR1 inhibitor | RGS4 inh
1. O=C(CN1CCN(Cc2ccccc2)CC1)NC(=O)NCc1ccco1
  -6.6% | -0.8% | -21.9% | 2.8% | -3.8% | -6.1 | 1.6% | -0.3% | 29.4%
2. S=C(Nc1ccc(Cl)cc1)NC1CCCCC1
  -0.4% | -8.3% | -22.1% | 3.3%[11.4 µM] | -1.7% | -1.7 | -2.2% | 13.8%[11.4 µM] | -11.0%
3. CSCCC(NC(=O)c1ccccc1Br)C(=O)N1CCC(C)CC1 (stereo not drawn)
  -1.5% | -17.8% | -7.7% | 3.2% | -1.5% | -6.0 | -3.6% | 13.8% | 5.2%
4. O=C(NC1(Cc2ccccc2)CCN(CCc2cccs2)C1=O)c1ccccc1 (stereo not drawn)
  -5.1% | -15.9% | -0.9% | 2.4% | -0.8% | 0.4 | -0.2% | 10.7% | -8.7%
5. CC1CCCC(NC(=O)C2CCN(S(=O)(=O)N3CCCCC3)CC2)C1C (stereo not drawn)
  0.2% | -7.3% | 6.2% | 1.3% | -3.6% | -15.2 | 4.0% | 17.0% | 1.6%
6. COc1ccc(-c2nn3cnnc3s2)cc1OC
  2.1% | 1.5% | -7.1% | 9.6% | 0.4% | -3.9 | 4.6% | 7.0% | 24.0%
7. Cc1cc(C)n2nc(CC(=O)NCc3ccccc3Cl)nc2n1
  -1.2% | -1.4% | -1.4% | -4.2% | -1.5% | -2.3 | 4.2% | -15.5% | 24.1%
8. Cc1cccc(N(C(=O)c2csnn2)C(C(=O)NCc2ccccc2)c2ccncc2)c1 (stereo not drawn)
  -0.4% | -9.4% | -1.3% | 4.1% | -1.3% | -6.2 | 5.3% | 28.3% | 0.9%
9. CC1C[C@@]2(NC(=O)NC2=O)C(C)CN1C (stereo partly drawn)
  1.3% | -2.0% | -6.1% | -12.0% | -5.1% | -4.8 | -3.1% | -8.4% | -18.1%
10. CCCCN(CCCNC(=O)Cn1nc(CC)n2c(cc3sc(C)cc32)c1=O)Cc1ccccc1
  2.0% | -19.5% | 9.3% | -3.2% | -7.0% | -11.1 | -0.1% | 24.8% | -10.2%
11. Cc1cccc(N2CCN(CC(=O)N(C)Cc3ccccc3)CC2C)c1 (stereo not drawn)
  0.6% | -7.0% | 11.2% | -6.7% | -2.0% | 0.7 | 5.1% | -4.1% | 37.0%
12. CC(=O)Nc1ccc(S(=O)(=O)N2CC(=O)NC(=O)C2)cc1
  3.2% | -15.0% | -8.3% | 3.6% | -3.7% | 1.3 | 0.0% | 5.7% | -16.1%
13. O=C(NCc1ccc2c(c1)CCN2C(=O)c1ccncc1)c1cccc(F)c1
  4.3% | -2.2% | -0.1% | -16.1%[57.1 µM] | -2.3% | -2.5 | -7.2% | -19.8%[57.1 µM] | -13.5%
14. O=S(=O)(NCCc1cn2ccccc2n1)c1ccc2c(c1)CCCC2
  0.0% | -17.3% | -0.5% | 2.2%[57.1 µM] | -0.5% | -14.5 | -13.1% | 17.7%[57.1 µM] | -1.3%
15. COc1ccc2cc(OCC(=O)NNC(=O)Nc3ccc(OC)c(OC)c3)ccc2c1
  -1.1% | ? | 0.7% | 7.5% | -1.5% | 6.8 | 4.2% | 13.2% | -51.6%
16. C/C(=N\Nc1nc(N)cc(Cl)n1)c1ccc(Cl)c(Cl)c1
  1.9% | -7.3% | 3.0% | 2.2%[57.1 µM] | -0.5% | -3.5 | 18.8% | 10.9%[57.1 µM] | 20.5%
17. CCCCN1C[C@H](c2ccc(OC)cc2)[C@@H](CC(=O)Nc2ccc(OC)cc2)C1=O
  3.2% | -22.6% | -2.2% | nt | -0.4% | 2.9 | -3.4% | nt | nt
18. Cc1cc(C)cc(NC(=O)CCc2c(C)nn(-c3ccc(N4CCOCC4)nn3)c2C)c1
  -4.5% | -21.3% | -0.1% | 1.5% | ? | -1.1 | -0.6% | 13.3% | 7.7%[11.4 µM]
19. COC(=O)c1cc(C)sc1NC(=O)CCCC(=O)O
  -1.7% | -15.8% | -2.3% | -0.4% | -2.1% | 4.5 | 2.9% | -7.0% | 19.8%
20. COc1ccc(/C=C/c2c(-c3ccc(OC)cc3)oc3ccc(-c4ccc(OC)cc4)cc23)cc1
  -0.9% | ? | 0.2% | 18.1% | -6.0% | 1.7 | 8.7% | -6.0% | 8.2%
21. Cc1cc(C)c(C(=O)OCCNC(=O)c2cccnc2)cc1C
  -0.3% | -8.4% | -11.9% | 6.3%[57.1 µM] | -3.0% | -2.1 | 7.6% | 11.6% | -7.2%
22. CCOC(=O)CCCN1CC(O)=C(c2nc3ccccc3s2)C1=N
  -4.9% | -21.4% | 0.4% | 0.8% | 1.1% | -5.9 | 15.8% | -0.1% | 8.2%
23. Cc1nc(N2CCN(C(=O)c3ccco3)CC2)c2c3c(sc2n1)CCC3
  -6.0% | -17.2% | 6.2% | -3.0%[57.1 µM] | -1.3% | -2.4 | -3.2% | -9.7%[57.1 µM] | -29.5%
24. Cc1ccc(C(=O)Nc2cccc3ccccc23)o1
  0.0% | 0.7% | -11.7% | 8.3%[57.1 µM] | -7.6% | -1.1 | 4.4% | 18.6%[57.1 µM] | -13.1%
25. CCN(CC)P(=O)(Nc1ccc([N+](=O)[O-])cc1)c1c(C)nn(CCC#N)c1NC(=O)c1ccc(Cl)cc1Cl (stereo not drawn)
  -2.3% | -2.8% | 5.7% | -9.3% | 0.9% | -4.1 | 6.7% | 3.2%[57.1 µM] | 1.5%
26. Cc1ccsc1C(=O)OCC(=O)c1cc(C)n(C)c1C
  -0.5% | -14.6% | 1.6% | -11.8% | -11.4% | -5.7 | 5.3% | -6.8% | -1.8%
27. Cc1ccc(NC(=O)CSc2nc(=O)n(CCN(C)C)c3c2CCCC3)c(C)c1
  2.8% | -19.8% | 7.1% | 8.3% | -5.0% | -4.4 | 2.0% | 16.6% | -12.9%
28. CCOC(=O)[C@@H]1[C@H]2COc3ccccc3[C@H]2N2C(=O)N(c3ccc(C(F)(F)F)cc3)C(=O)[C@]12C
  1.1% | -27.8% | 4.1% | -1.1% | -5.0% | -6.0 | -0.5% | 19.4% | 15.4%
29. O=C(O)C1=CC[C@@H](c2ccc(Cl)cc2)N(S(=O)(=O)c2ccc(Cl)cc2)[C@H]1c1ccc(F)cc1
  -7.9% | -19.4% | -5.3% | -4.5% | -5.1% | 0.0 | -8.5% | 4.5% | -8.1%
30. Cc1cccc(N2CN=c3s/c(=C\c4ccncc4)c(=O)n3C2)c1
  -2.7% | -4.2% | -8.9% | 2.6% | -3.1% | -0.4 | -2.5% | 9.2% | -4.4%
31. CC(c1ccccc1C(O)c1ccccc1)N(C)C (stereo not drawn)
  -2.0% | 15.3% | -7.0% | 8.3% | -4.7% | 1.5 | 3.2% | 6.6% | -3.4%
32. O=C(NNC(=O)c1cc(O)c(O)c(O)c1)NC1CCCCC1
  -0.2% | -7.1% | 5.4% | 18.3%[57.1 µM] | -1.6% | 10.4 | 6.8% | 14.6%[57.1 µM] | -27.3%
33. CCOC(=O)c1c(NC(=O)CS(=O)(=O)c2ccc(Cl)cc2)sc2c1CCCC2
  5.6% | -14.8% | 0.1% | -3.9%[57.1 µM] | -2.7% | 2.9 | 0.8% | 3.8%[57.1 µM] | -17.4%
34. O=S(=O)(Nc1ccncc1Cl)c1cc(Cl)ccc1Cl
  2.7% | -7.0% | 11.8% | 24.4% | -3.2% | -9.8 | -1.1% | 32.7% | 4.8%
35. CCN1C(=O)S/C(=C\c2ccc(N3CCOCC3)cc2C)C1=O
  1.4% | -21.4% | nt | -1.6% | -1.2% | -1.6 | -3.7% | -3.3% | -4.3%
36. NS(=O)(=O)c1ccc(CCNC(=O)c2ccccc2-c2ccccc2)cc1
  -0.6% | 2.1% | -0.8% | 5.7%[0.0914 µM] | -4.4% | 0.1 | 2.5% | 7.6%[57.1 µM] | -10.2%
37. CCOC(=O)c1oc2cccc(OCC(O)CNC(C)C)c2c1C (stereo not drawn)
  3.4% | 4.0% | -22.2% | 185.4%[activator] | -3.4% | 0.6 | 5.0% | 68.3%[activator] | 5.9%
38. CC(C)C(=O)N[C@H]1CCC2C3CC=C4C[C@@H](O)CC[C@]4(C)C3CC[C@@]21C (stereo partly drawn)
  1.2% | -13.0% | 1.3% | 7.5%[57.1 µM] | 0.2% | -12.5 | -1.9% | 7.1%[57.1 µM] | 6.0%
39. O=C(CCc1ccccc1Cl)Nc1ccc(S(=O)(=O)Nc2nccs2)cc1
  -1.0% | -11.7% | 2.6% | -4.4% | -5.6% | -9.6 | -4.2% | -0.5% | -7.1%
40. CC(=O)c1cccc(NC(=O)C(CC(C)C)NC(=O)C2CCCCC2)c1 (stereo not drawn)
  0.2% | -13.7% | 2.2% | 2.0% | -0.6% | 0.1 | 10.3% | 6.0% | -21.5%
41. COc1ccc(S(=O)(=O)N2c3cc(Cl)ccc3Oc3nc4ccccc4nc32)cc1
  ? | -3.8% | -5.2% | 4.2%[57.1 µM] | 2.4% | -1.6 | -0.1% | 0.6%[57.1 µM] | 39.6%
